# Screening data as filed in PubChem.
# Growth percent in the NCI-60 one-dose screen (48 h, 10 µM unless noted): 100 = growth as untreated, 0 = no growth, -100 = all killed.
# HCT-15: HCT-15 colon cancer. 82,000 tested, 5.2% active. AID 1794746
# HCC-2998: HCC-2998 colon cancer | 79,000 tested, 4.7% active
# TK-10: TK-10 renal cancer cells | AID 1794769 | 81,000 tested, 3.9% active
# SW-620: SW-620 colon cancer; 82,000 tested, 5.2% active; AID 1794795
# 786-0: 786-0 renal cancer cells; 81,000 tested, 5.1% active; AID 1794775
# HCT-116: HCT-116 colon cancer. 82,000 tested, 7.3% active. AID 1794798
# HT29: HT29 colon cancer | 81,000 tested, 7.4% active | AID 1794748
# UO-31: UO-31 renal cancer. 81,000 tested, 5.2% active. AID 1794768
# SN12C: SN12C renal cancer cells. 81,000 tested, 3.8% active. AID 1794767
# * marks the source's active call; other numbers are inactive results; nt = not tested or not shown; & = joins results of further samples; [ ] = dose if it differs, or a comment. How the source made its calls: active means growth percent below 10; inactive means the rest. Only part of the results is shown; the hit share may differ from the screen's.
[1] Cn1c(N)nc(N)nc1=N
[2] CC(=O)Nc1ccc(/C=C/c2ccc(N=C=S)cc2S(=O)(=O)O)c(S(=O)(=O)O)c1
[3] O=S1(=O)OCCOS(=O)(=O)C1(Br)Br
[4] CCN(CCCCO)CCc1c[nH]c2ccc(OC)cc12
[5] CN(C)CCc1ccccc1
[6] Cc1ccc(S(=O)(=O)F)cc1C(=O)O
[7] ClC1=C(Cl)C2(Cl)C3COCC3C1(Cl)C2(Cl)Cl (stereo unspecified)
[8] Clc1ccc2oc3ccc(Cl)cc3c2c1
Screen / compound no.,1,2,3,4,5,6,7,8
HCT-15,104,99,101,100,97,102,100,105
HCC-2998,93,109,106,nt,105,108,111,111
TK-10,110,108,100,103,102,107,103,107
SW-620,109,109,106,100,105,109,105,103
786-0,99,101,103,98,109,nt,102,99
HCT-116,94,104,95,94,106,111,98,100
HT29,113,106,102,96,110,100,91,105
UO-31,71,89,93,94,78,92,87,101
SN12C,93,106,101,94,98,99,103,98

[9] CCCCCN(CCCCC)CC(O)c1ccc(Cl)c(Cl)c1 (stereo unspecified)
[10] CCOC(=O)c1ccccc1C(=O)OCC
[11] COCCOCCOCCOc1ccc(-n2cc(-c3ccc(O[C@H]4O[C@@H]5OC6(C)CC[C@H]7[C@H](C)CC[C@@H]([C@H]4C)[C@@]57OO6)cc3)nn2)cc1
[12] c1ccc(P2CCc3[nH]c4ccccc4c3C2)cc1 (stereo unspecified)
[13] CC(O)(CS(=O)(=O)c1ccc(F)cc1)C(=O)Nc1ccc(C#N)c(C(F)(F)F)c1 (stereo unspecified)
[14] COc1cc2cc(C(=O)N3C[C@@H](CCl)c4c3cc(OC(=O)N3CCN(C)[C@@H]5CSSC[C@@H]53)c3ccccc43)[nH]c2c(OC)c1OC
[15] O=C(/C=C/c1sc(N(CCCl)CCCl)nc1Cl)c1ccccc1
[16] Cc1nc2ccccc2c(=O)n1-c1ccccc1F
Screen / compound no.,9,10,11,12,13,14,15,16
HCT-15,97,94,13,124,94,1.2*,100,103
HCC-2998,97,110,59,131,100,-54*,105,108
TK-10,110,98,37,97,104,14,119,98
SW-620,80,102,28,98,104,-6.7*,105,105
786-0,nt,96,57,103,98,-9.5*,97,103
HCT-116,66,100,37,97,95,5.3*,82,99
HT29,61,102,48,79,97,-6.6*,98,103
UO-31,75,85,11,80,77,-34*,71,88
SN12C,100,95,83,84,100,-45*,86,95

[17] N[C@@H](CCC(=O)CBr)C(=O)O
[18] Cn1c(O)c(N=O)c(=O)n(C)c1=O
[19] O=P(N1CCOCC1)(N1CCOCC1)N1CCOCC1
[20] CN(CCCl)C1c2ccccc2-c2ccccc21
[21] O=C(O)C(F)F
[22] O=C/C=C/c1ccco1
[23] NC(=O)C(F)(F)Cl
[24] C=C1CC2C(CC[C@]3(C)C(=O)CCC23)[C@@]2(C)C=CC(=O)C=C12 (stereo partly specified)
Screen / compound no.,17,18,19,20,21,22,23,24
HCT-15,100[20 µM],111&104,101,107,106,106,110,97
HCC-2998,112[20 µM],107&107,113,99,123,106,98,113
TK-10,92[20 µM],105&102,99,98,98,98,96,128
SW-620,103[20 µM],99&97,109,103,90,104,104,125
786-0,104[20 µM],93&104,102,103,106,100,109,115
HCT-116,110[20 µM],97&113,103,94,107,90,110,98
HT29,104[20 µM],114&117,90,101,100,95,102,96
UO-31,86[20 µM],86&89,79,85,95,89,92,91
SN12C,99[20 µM],95&108,101,105,104,101,101,110

[25] CCCCCCNP(=O)(OCC)OCC
[26] NC1=NC(=O)N2C[C@H]12
[27] O=S(=O)(C(Cl)(Cl)Cl)C(Cl)(Cl)Cl
[28] Cc1ccc(NC(=O)C(Cl)(Cl)Cl)cc1
[29] CC[C@H](C)[C@H](NC(=O)[C@H]1CCCCN1C)C(=O)N(C)[C@H](C(=O)NC12C3C4C1C1C2C3C41C(=O)N[C@@H](Cc1ccccc1)C[C@H](C)C(=O)OC)C(C)C (stereo partly specified)
[30] CCCCCCN1C[C@@H]2[C@H](C1)[C@@H]1C=C[C@H]2C1
[31] CC(=O)c1c(C)n(CCCCl)c2c1c(-c1ccc3c(c1)OCO3)nc1ccccc12
[32] Cc1ccc2c(c1N)C(=O)c1ccccc1C2=O
Screen / compound no.,25,26,27,28,29,30,31,32
HCT-15,126,112,94,103,100,96,73,89
HCC-2998,103,112,114,106,105,100,97,103
TK-10,104,105,96,nt,103,99,102,114
SW-620,112,105,99,101,105,97,86,99
786-0,105,111,96,104,103,103,87,103
HCT-116,97,109,109,99,99,100,75,89
HT29,109,102,106,103,90,95,84,94
UO-31,113,98,98,90,92,92,57,78
SN12C,95,97,106,106,95,92,89,92

[33] CC1(C)N=C(N)N=C(N)N1c1ccc(CCc2ccc(S(=O)(=O)F)cc2)c(Cl)c1
[34] O=C(/C=C/c1ccc(OC(F)(F)F)cc1)c1nc2ccccc2n1Cc1ccc(Br)cc1
[35] CCO[C@H]1CC[C@@]2(C)[C@@H](CC[C@@H]3[C@@H]2CC[C@@]2(C)[C@H]3C[C@@H]3OB(O)O[C@@H]32)C1
[36] COc1ccc(-c2c(C#N)c(=O)oc3cc(O)ccc23)cc1
[37] Nc1nn[nH]n1
[38] Oc1c(Cl)cc(Cl)c2ccccc12.[Cu+2]
[39] CCCCOC(N)=O
[40] COc1ccc(C(O)(C(=O)O)c2ccc(OC)cc2)cc1
Screen / compound no.,33,34,35,36,37,38,39,40
HCT-15,88,80,99,95,123&98,100,101,96
HCC-2998,118,103,114,95,108&109,86,nt,91
TK-10,121,107,99,nt,116&106,119,nt,88
SW-620,104,nt,100,92,104&105,88,113,95
786-0,102,87,95,87,109&97,116,104,95
HCT-116,112,71,100,54,101&106,72,98,83
HT29,105,91,107,94,111&100,93,107,81
UO-31,97,65,90,94,78&98,49,89,88
SN12C,101,77,97,94,105&104,99,103,nt

[41] O=S(Cc1ccccc1)OOCCCCOS(=O)OCc1ccccc1 (stereo unspecified)
[42] Cc1ccc(Cl)c2ccccc12
[43] CC1=C2[C@H]3OC(=O)[C@@H](C)[C@@H]3CC[C@@]2(C)C=CC1=O
[44] CCN(CC)CC(=O)c1ccc(Br)cc1
[45] CCOC(=O)C1=C(N)Oc2c(c(=O)oc3ccccc23)C1c1cc(=O)oc2c1ccc1ccccc12 (stereo unspecified)
[46] O=C1NC(=O)C([N+](=O)[O-])C(=O)N1
[47] CC(C)(C)c1ccc(OP(=O)(Oc2ccccc2)Oc2ccc(C(C)(C)C)cc2)cc1
[48] CC(NC(=O)C(Cl)(Cl)Cl)C(=O)O (stereo unspecified)
Screen / compound no.,41,42,43,44,45,46,47,48
HCT-15,98,97,95,97,98,115,91,85
HCC-2998,102,109,nt,111,119,98,107,103
TK-10,117,68,107,125,104,115,106,94
SW-620,107,96,108,104,95,104,90,96
786-0,95,100,106,105,96,104,101,100
HCT-116,91,98,118,114,93,108,97,107
HT29,97,102,118,105,108,97,88,102
UO-31,92,79,99,82,69,101,76,92
SN12C,100,85,100,98,nt,105,101,103

# A draw from above in order of SMILES length, smallest number first:
[37] Nc1nn[nH]n1
[26] NC1=NC(=O)N2C[C@H]12
[8] Clc1ccc2oc3ccc(Cl)cc3c2c1
[20] CN(CCCl)C1c2ccccc2-c2ccccc21
[3] O=S1(=O)OCCOS(=O)(=O)C1(Br)Br
[41] O=S(Cc1ccccc1)OOCCCCOS(=O)OCc1ccccc1 (stereo unspecified)
[7] ClC1=C(Cl)C2(Cl)C3COCC3C1(Cl)C2(Cl)Cl (stereo unspecified)
[15] O=C(/C=C/c1sc(N(CCCl)CCCl)nc1Cl)c1ccccc1
[31] CC(=O)c1c(C)n(CCCCl)c2c1c(-c1ccc3c(c1)OCO3)nc1ccccc12
[45] CCOC(=O)C1=C(N)Oc2c(c(=O)oc3ccccc23)C1c1cc(=O)oc2c1ccc1ccccc12 (stereo unspecified)
Screen / compound no.,37,26,8,20,3,41,7,15,31,45
HCT-15,123&98,112,105,107,101,98,100,100,73,98
HCC-2998,108&109,112,111,99,106,102,111,105,97,119
TK-10,116&106,105,107,98,100,117,103,119,102,104
SW-620,104&105,105,103,103,106,107,105,105,86,95
786-0,109&97,111,99,103,103,95,102,97,87,96
HCT-116,101&106,109,100,94,95,91,98,82,75,93
HT29,111&100,102,105,101,102,97,91,98,84,108
UO-31,78&98,98,101,85,93,92,87,71,57,69
SN12C,105&104,97,98,105,101,100,103,86,89,nt

[14] COc1cc2cc(C(=O)N3C[C@@H](CCl)c4c3cc(OC(=O)N3CCN(C)[C@@H]5CSSC[C@@H]53)c3ccccc43)[nH]c2c(OC)c1OC
Screen / compound no.,14
HCT-15,1.2*
HCC-2998,-54*
TK-10,14
SW-620,-6.7*
786-0,-9.5*
HCT-116,5.3*
HT29,-6.6*
UO-31,-34*
SN12C,-45*

# (continued)
[49] CN(C)P1(=O)N(C)CCN1C
[50] Oc1ccc2ccc3cccc4ccc1c2c34
[51] CCN(CC)c1ccc2c(c1)OC(N)=C(C#N)C2c1cc(OC)c2c(c1)OCO2 (stereo unspecified)
[52] Cn1cc(C(=O)/C(C#N)=C/c2cc3ccccc3nc2Cl)c2ccccc21
[53] C1=CCC2CN(CCCN3CCOCC3)CC2C1 (stereo unspecified)
[54] CC[N+](C)(CC)CCOC(=O)C(O)(c1ccccc1)c1ccccc1
[55] COc1ccc2c(c1)NC1=C(C(=O)OC1)C2c1cc(OC)c(OC)c(OC)c1 (stereo unspecified)
[56] S=C(N1CCCCCC1)N1CC1
Screen / compound no.,49,50,51,52,53,54,55,56
HCT-15,102,99,16,105,97,110,15,110
HCC-2998,101,95,-3.3*,110,101,105,11,106
TK-10,97,98,59,94,93,107,nt,114
SW-620,108,98,21,93,97,101,18,104
786-0,96,100,16,98,102,nt,19,101
HCT-116,102,98,-8.5*,100,104,112,5.1*,106
HT29,102,96,-9.4*,98,110,107,1.3*,102
UO-31,85,79,35,76,91,97,47,84
SN12C,101,nt,15,91,104,98,23,90

[57] COc1cc(/C=C/[N+](=O)[O-])cc(OC)c1
[58] O=C1NC(=O)C(Cc2ccccc2)(Cc2ccccc2)C(=O)N1Cc1ccccc1
[59] O=P(N1CC1)(N1CC1)N1CCN(P(=O)(N2CC2)N2CC2)CC1
[60] O=C(O)C(O)c1ccc(Cl)cc1 (stereo unspecified)
[61] CC[C@H](C)[C@H](NC(=O)CN(C)C)C(=O)N(C)[C@H](C[C@@H](OC(C)=O)c1nc(C(=O)NC23C4C5C2C2C3C4C52C(=O)OC)cs1)C(C)C (stereo partly specified)
[62] COc1cc(/C=C\[N+](=O)[O-])ccc1OCc1ccccc1
[63] [N-]=[N+]=C1C(=O)NN=C1c1ccccc1
[64] CNC(C)(C)Cc1ccc(Cl)cc1
Screen / compound no.,57,58,59,60,61,62,63,64
HCT-15,-44*,88,92,102&102,15,-12*,95,111
HCC-2998,-80*,87,98,108&98,18,-70*,103,81
TK-10,-14*,101,113,105&99,58,66,117,96
SW-620,-10*,96,95,103&107,26,47,110,99
786-0,-45*,78,108,97&98,31,-17*,102,100
HCT-116,-68*,79,94,95&94,-2.4*,1.0*,108,97
HT29,-26*,91,104,104&116,2.3*,4.6*,102,98
UO-31,-82*,54,84,88&100,55,30,97,86
SN12C,45,70,99,107&100,32,57,115,93

[65] O=C(O)COc1ccc(Cl)cc1Cl
[66] CC(C)OC(=O)c1nn(Cc2ccccc2)c2cc(F)c(F)cc12
[67] CCCCN(CCCC)CC(C)(O)c1ccccc1 (stereo unspecified)
[68] N#Cc1c(N)oc2c(-c3ccccc3)[se]nc12
[69] COS(=O)(=O)c1ccc(C)cc1
[70] COc1cc([N+](=O)[O-])c2ncccc2c1[N+](=O)[O-]
[71] [N-]=[N+]=NCc1ccccc1
[72] CCOP(=O)(OCC)OCc1ccc(C)cc1C
Screen / compound no.,65,66,67,68,69,70,71,72
HCT-15,103,93,98,105,103,69,102,99
HCC-2998,108,104,nt,102,105,102,nt,104
TK-10,108,96,102,105,98,27,110,99
SW-620,110,95,103,102,95,-61*,110,107
786-0,92,94,101,95,101,78,104,96
HCT-116,99,82,102,54,108,14,103,86
HT29,108,72,101,81,99,nt,110,100
UO-31,95,95,95,63,66,41,90,90
SN12C,104,nt,103,95,103,71,103,100

[73] C[CH2][Sn]([Cl])([Cl])[CH2]C.Oc1ccccc1C=NCCN=Cc1ccccc1O
[74] COc1cc2c(cc1OCc1ccccc1)C(CC(C)C)=[N+](C)CC2
[75] N#CCCN1CC1
[76] COC(=O)[C@@H](C)C[C@H](Cc1ccccc1)NC(=O)c1cccc([C@@H](C[C@H](C(C)C)N(C)C(=O)[C@@H](NC(=O)[C@H]2CCCCN2C)C(C)C)OC(C)=O)n1
[77] Cc1cc(C)cc(Nc2nc3c(s2)CC[C@@]2(C)C3=CC[C@@H]3[C@@H]2CC[C@]2(C)C(=O)CC[C@@H]32)c1
[78] COC(=O)C(Cl)(Cl)Cl
[79] CC1CN(CC(=O)c2ccc(Br)cc2)CC(C)O1 (stereo unspecified)
[80] CC12CCC3C(CCC4=C(Oc5ccccc5)C(=O)CCC43C)C1CCC2=O (stereo unspecified)
Screen / compound no.,73,74,75,76,77,78,79,80
HCT-15,104,99,114,11,19,97,105,95
HCC-2998,nt,79,101,2.7*,94,105,111,129
TK-10,117,94,97,59,78,101,112,123
SW-620,100,94,103,22,38,110,92,120
786-0,116,96,105,14,31,102,101,101
HCT-116,112,85,105,2.5*,6.2*,106,101,100
HT29,108,63,104,6.1*,12,108,115,100
UO-31,73,88,90,42,59,100,88,77
SN12C,101,nt,101,17,54,101,117,90
